# H9c2 TAG inh = reduces triacylglycerol accumulation in H9c2 cells. 230,000 compounds, 0.66% hits. Nile Red lipid (TAG) fluorescence; cells loaded with 200 µM oleic acid. inhibition, % at 12.5 µM. AID 651582;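 active = pattern-corrected inhibition of lipid staining of at least 50% with the nuclear-stain viability signal not falling by more than 50%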;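 also: 0% = DMSO wells and 100% = triacsin C control wells; some results filed as inactive read as strong as hits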
# H9c2 TAG inh DAPI viability = further read-out of H9c2 TAG inh, marked with its call; DAPI nuclei signal change (viability), lower = more cytotoxic, %;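 whole-well DAPI fluorescence read on a plate reader as a viability signal; minus 50 percent equals half of cells still viable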
# Numbers without * were called inactive; i = inactive; & = joins results of further samples.
Molecule | H9c2 TAG inh | H9c2 TAG inh DAPI viability
COc1cc(OC)c(N(C)S(=O)(=O)c2cccc(C(=O)OCc3c(C)noc3C)c2)cc1Cl | 2.5 | -6.0
COc1ccc(NC(=O)CSc2nnnn2-c2cccc(OC)c2)cc1 | -7.2 | 18.2
CC1(C(=O)O)CCCN1C(=O)c1ccc(Cl)cc1Cl (stereo unspecified) | -2.9 | 8.4
CCc1nc2ccccc2c(=O)n1/N=C/c1ccc(Cl)cc1 | -22.4 | -4.2
COc1cccc(CNC(=O)CCN2C(=S)NC(C)(C)CC2C)c1 (stereo unspecified) | -20.0 | 3.7
C=C1C(C(=O)Nc2ccccc2)C1C(=O)Nc1ccccc1 (stereo unspecified) | -4.6 | 4.2
COc1ccc(C)cc1NC(=O)C(=O)N1CCCC1 | -11.7 | -4.4
COc1ccc(CCN2CC(C(=O)NCc3ccc(F)cc3)CC2=O)cc1OC (stereo unspecified) | 4.6 | 0.6
COc1ccc(C)cc1NC(=O)c1nc2nc(C)cc(C)n2n1 | -0.7 | 10.7
COc1ccc2c(c1)sc(=NC(=O)CS(=O)(=O)c1ccc(F)cc1)n2C | -36.1 | 1.3
CC1(Cc2ccccc2OC(F)(F)F)C(=O)Nc2ccc(S(=O)(=O)NC3CCCCC3)cc21 (stereo unspecified) | 5.0 | -4.5
O=C(NCc1ccc(Cl)cc1)C(=O)NCC1OCCN1S(=O)(=O)c1cccs1 (stereo unspecified) | 1.2 | -11.4
CCCOc1ccc(C2NC(=O)NC2=O)cc1 (stereo unspecified) | -14.8 | 5.0
O=c1cnnc(N/N=C/c2ccc3c(c2)OCO3)[nH]1 | 1.3 | -0.4
CC(=O)N(C(C)=O)c1cccc(N(Cc2ccccc2)Cc2ccccc2)c1 | -10.5 | 9.7
COc1cc(OC)c2ccc(=O)oc2c1C(CCN1CCCC1)c1ccc2c(c1)OCO2 (stereo unspecified) | 2.6 | 4.3
O=C(O)Cn1nc(-c2ccc(F)cc2)oc1=O | -7.9 | 5.0
Cc1nnc2ccc(-c3cccc(NS(=O)(=O)c4ccccc4Cl)c3)nn12 | 33.1 | 2.4
CCN1C(=NCc2ccco2)N[C@@H](c2cccc(C(F)(F)F)c2)C(C(=O)OC)=C1C | -4.7 | -4.3
CC(C)c1ccc(N(C(=O)c2cc3ccccc3oc2=O)C2C=CS(=O)(=O)C2)cc1 (stereo unspecified) | 10.1 | 0.1

# Record cards, from the list above.
# Entry for CC(=O)N(C(C)=O)c1cccc(N(Cc2ccccc2)Cc2ccccc2)c1 → H9c2 TAG inh = -10.5; H9c2 TAG inh DAPI viability = 9.7
# Entry for Cc1nnc2ccc(-c3cccc(NS(=O)(=O)c4ccccc4Cl)c3)nn12 → H9c2 TAG inh = 33.1; H9c2 TAG inh DAPI viability = 2.4
# Entry for O=C(NCc1ccc(Cl)cc1)C(=O)NCC1OCCN1S(=O)(=O)c1cccs1 (stereo unspecified) → H9c2 TAG inh = 1.2; H9c2 TAG inh DAPI viability = -11.4

# Continuation:
Molecule | H9c2 TAG inh | H9c2 TAG inh DAPI viability
Cc1nc(Nc2ccccc2)sc1C | -2.8 | 3.7
Cc1nc2cc(NC(=O)c3ccc(Cl)cc3)ccc2n1C | 5.2 | -2.7
Cc1ccc(F)c(S(=O)(=O)NC(=O)C2(C)CCN2C(=O)C/C=C/c2ccccc2)c1 (stereo unspecified) | 4.9 | -0.3
COc1cccc(C(=O)Oc2ccc(N3C(=O)CCC3=O)c(C)c2)c1 | -20.9 | 8.7
COc1cc2c(cc1NC(=O)CN1C(=O)NC3(CCc4ccccc43)C1=O)oc1ccccc12 (stereo unspecified) | 54.8* | 0.8*
CCOC(=O)c1cc2sccc2n1CC(=O)C(C)(C)C | 2.6 | 12.9
COc1cc(Nc2ccn3nc(-c4ccc(F)cc4)cc3n2)cc(OC)c1OC | 3.8 | 42.9
Cc1c(NC(=O)C(C)SC(=S)N2CCCC2)c(=O)n(-c2ccccc2)n1C (stereo unspecified) | -13.0 | 4.8
CC(=O)c1c(C)[nH]c(C(=O)COC(=O)CCSc2ccccc2)c1C | -24.8 | 8.2
COc1cccc(N2CCN(Cc3nc(N)nc(Nc4ccccc4OC)n3)CC2)c1 | 0.8 | 5.9
CCc1ccc(OCC2c3cc(OC)c(OC)cc3CCN2C(=S)NC)cc1 (stereo unspecified) | 2.7 | 3.6
CC1CCCN(c2ncnc3c2cnn3-c2ccc(Cl)cc2)C1 (stereo unspecified) | -19.6 | 2.3
NS(=O)(=O)c1ccc(CCNC(=O)CCCn2c(=O)[nH]c3ccc(Br)cc3c2=O)cc1 | 12.3 | -13.4
CCOc1cnc(-c2c(-c3ccccc3Cl)noc2C)o1 | -5.4 | -12.1
CCC(=O)Nc1cc2c(cc1C(=O)CC)OCCO2 | -2.7 | 0.7
Nc1ccccc1-c1ccn[nH]1 | 5.1 | -5.1
O=C(Nc1cccc2ncccc12)C(c1ccccc1)c1ccccc1 | -21.8 | -2.7
CCN1CCN(C(=O)N(Cc2ccc(Cl)cc2)S(=O)(=O)c2ccc(C)cc2)CC1 | 6.3 | 0.6
C[C@H](CO)N1C[C@H](C)[C@@H](CN(C)Cc2ccc(Cl)c(Cl)c2)Oc2c(NC(=O)c3ccncc3)cccc2C1=O | -20.2 | 1.4
FCCCOc1ccc(-c2nccc(-c3ccc(Cl)cc3)n2)cc1 | -19.4 | 4.9
Cc1nc2sc(C(c3cccs3)N3CCN(c4cccc(Cl)c4)CC3)c(O)n2n1 (stereo unspecified) | 7.3 | -10.0
O=C(Nc1ccccc1O)c1ccc(Cl)cc1 | -28.8 | 16.5
COc1cc(CCC(=O)Nc2cc(S(=O)(=O)N3CCOCC3)ccc2OC(C)C)cc(OC)c1OC | 5.1 | 6.8
CCOC(=O)Cc1csc(NC(=O)Nc2ccccc2)n1 | 4.8 | -9.4
Cc1ccc(-c2csc(N3CCN(c4cc5c(cc4Cl)nc(-c4ccncc4)n5CCOCCO)CC3)n2)cc1 | 30.3 | 57.2
COc1ccc(S(=O)(=O)N(CCCN2CCCC2=O)Cc2cc3c(C)ccc(C)c3[nH]c2=O)cc1 | 6.7 | -3.3
N#Cc1cccc(NC(=O)c2cc(C3CCCCN3S(=O)(=O)c3ccccc3)on2)c1 (stereo unspecified) | 90.9 | -86.2
CCC(=O)N1CCCC(C(=O)c2ccc(-c3ccccc3)cc2)C1 (stereo unspecified) | -9.2 | 3.5
Cc1ccc(CN2CCNC(=O)C2CC(=O)NC2CCCCCC2)cc1 (stereo unspecified) | -2.0 | 6.1
S=C(Nc1ccccc1Oc1ccccc1)Nc1cccc(Cl)c1Cl | -5.6 | 6.9

# Two entries from above in a different format.
Cc1ccc(-c2csc(N3CCN(c4cc5c(cc4Cl)nc(-c4ccncc4)n5CCOCCO)CC3)n2)cc1
  H9c2 TAG inh: 30.3
  H9c2 TAG inh DAPI viability: 57.2
O=C(Nc1ccccc1O)c1ccc(Cl)cc1
  H9c2 TAG inh: -28.8
  H9c2 TAG inh DAPI viability: 16.5

# New compounds follow:
Molecule | H9c2 TAG inh | H9c2 TAG inh DAPI viability
CC(=O)Oc1cc2c(c3ccccc13)CCC2=O | 7.8 | 6.3
O=[N+]([O-])c1ccc(Cc2ccncc2)cc1 | 4.9 | -7.1
Cc1ccc(NC(=O)Nc2ccc3c(c2)nc(C)n3C)cc1 | -7.3 | 9.3
O=C(CCNC(=O)c1ccccc1Cl)Nc1ccc(S(=O)(=O)Nc2ncccn2)cc1 | -10.8 | 5.1
Cn1nc(C(=O)Nc2ccc(S(=O)(=O)N3CCOCC3)cc2)c2ccccc2c1=O | 1.0 | -3.0
O=C(NNC(=S)Nc1ccc(F)cc1F)c1ccco1 | -14.0 | -1.6
O=C(O)COc1c(Cl)cc(/C=C2\NC(=O)NC2=O)cc1Br | -4.5 | 1.4
CN(C(=O)c1cccc(NC(=O)Cc2cccc(NC(=O)C3CCN(C(=O)C4CC4)CC3)c2)c1)C1CC1 | 30.0 | -10.0
NS(=O)(=O)c1ccc(NC(=O)Nc2cccc3ccccc23)cc1 | -20.3 | -2.8
O=C(Cn1c(=O)n(CC2CCCO2)c(=O)c2ccccc21)c1ccccc1 (stereo unspecified) | 6.3 | -1.1
Nc1ccc2nc(N3CCOCC3)sc2c1 | 13.0 | -10.8
OC(c1ccccc1)(c1nc(/C=C/c2ccccc2)cs1)C(F)(F)F (stereo unspecified) | -50.8 | 0.6
CC(=O)c1ccc(-c2ccc(C(=O)NCC3CCCO3)o2)cc1 (stereo unspecified) | -4.0 | 16.7
CCC(=O)NNc1nc2c(C)cccc2s1 | -12.2 | 6.8
COCC(C)n1c(SCc2cc(C(=O)OC)c(C)o2)nc2ccccc2c1=O (stereo unspecified) | -19.6 | 1.6
[O-][N+](=Cc1c(Cl)cccc1Cl)CC1(O)CCCCC1 | 10.6 | i
CN(Cc1ccccc1)C(=O)C1CCCN(Cc2cccc(Cl)c2)C1 (stereo unspecified) | -16.2&-30.9 | 9.9&7.3
COc1ccccc1C(=O)N1CCN=C1c1ccccc1 | -18.5 | -0.9
CC(=O)OC1(C(C)=O)CCC2C3CC4OC45CC(O)CCC5(C)C3CCC21C (stereo unspecified) | -8.4 | 1.5
Cc1cc([N+](=O)[O-])nn1CCCC(=O)Nc1ccc(Cl)cc1Cl | -0.5 | 8.5
Cc1nc(SCC(=O)c2c[nH]c3ccccc23)n[nH]1 | 23.2 | -6.3
O=C(COC(=O)/C=C/c1ccc(C(F)(F)F)cc1)NCC1CCCCC1 | 23.0 | -0.3
N#C/C(=N\Nc1ccc(Cl)cc1)C(=N)N1CCCCC1 | 5.9 | -0.1
CCn1c(SCc2nc(CC(=O)Nc3ccccc3OC)no2)nnc1-c1cccs1 | -14.5 | 1.6
COc1ccccc1N1CCN(C2CCCN(Cc3cccc(O)c3)C2)CC1 (stereo unspecified) | -14.8 | 6.2
Cc1ccc2[nH]ccc(=O)c2c1 | -7.2 | -5.8
CNc1nc2c3ccccc3n(C(C)=O)c2s1 | -0.2 | 3.7
CCOC(=O)[C@H](CCc1ccccc1)N[C@@H](C)C(=O)N1CCC[C@@H]1C(=O)O | -15.9 | 0.0
CSc1ccccc1NC(=O)CN1c2ccccc2CC1C (stereo unspecified) | 5.1 | -0.1
O=C(c1cccc(Br)c1)c1coc2ccc(O)cc12 | 11.1 | -8.7

# Next part; the last 3 above are carried over.
Molecule | H9c2 TAG inh | H9c2 TAG inh DAPI viability
CCOC(=O)[C@H](CCc1ccccc1)N[C@@H](C)C(=O)N1CCC[C@@H]1C(=O)O | -15.9 | 0.0
CSc1ccccc1NC(=O)CN1c2ccccc2CC1C (stereo unspecified) | 5.1 | -0.1
O=C(c1cccc(Br)c1)c1coc2ccc(O)cc12 | 11.1 | -8.7
COc1cc(C(=S)N2CCC(C(N)=O)CC2)ccc1O | -6.0 | -1.4
O=C(Nc1c2c(nn1-c1ccccc1)CS(=O)(=O)C2)c1ccccc1Br | 7.8 | -2.8
CC1CCCC(NC(=O)COC(=O)/C=C/c2ccc(S(=O)(=O)N3CCOCC3)cc2)C1C (stereo unspecified) | 5.6 | 1.6
FC(F)(F)c1cccc(N2Cc3ccccc3C2)c1 | 3.4 | -4.5
CCc1noc(C)c1C(=O)Nc1ccc(S(=O)(=O)N2CCCCC2)cc1 | -9.2 | -0.5
CN(C1(C)CCS(=O)(=O)C1)S(=O)(=O)c1ccc2ccccc2c1 (stereo unspecified) | -10.4 | -5.2
C[n+]1ccccc1/C=N/O | -8.8&-13.5 | 1.5&-5.4
Cc1ccc(C(=O)Nc2ccccc2N2CCN(C(=O)C(C)C)CC2)cc1 | 24.8 | -4.5
C=C(C(=O)c1ccccc1)C(C)CC(=O)c1ccccc1 (stereo unspecified) | 20.0 | -16.2
COc1ccc(OCc2cc(/C=N\NC(=O)c3ccccc3)ccc2OC)cc1 | 2.1 | -0.7
COC(=O)CCC(=O)N1CCOCCOCCOCC1 | 2.1 | -2.6
O=C(COC(=O)C12CC3CC(CC(O)(C3)C1)C2)Nc1ccc(Cl)c(S(=O)(=O)N2CCOCC2)c1 | 3.4 | -8.6
CC(C)(C)OCC(O)CN1CCN(C(=O)c2ccccc2)CC1 (stereo unspecified) | -1.7 | -5.5
COC(=O)C1Cc2ccccc2CN1C(=O)CCl (stereo unspecified) | 18.8 | -1.5
O=C(NN=Cc1ccc(O)cc1)c1ccccc1NS(=O)(=O)c1cccs1 | -2.5 | -0.7
COc1cc2c(cc1OC)C(CSc1ccccc1C(=O)O)=NC(C)(C)C2 | 1.5 | -2.4
CCCC(=O)N1CCCC(c2nc(-c3cccc(OC)c3)no2)C1 (stereo unspecified) | -16.3 | 14.6
CC(=O)Nc1ccc(NC(=O)C(C)OC(=O)/C=C/c2cccs2)cc1 (stereo unspecified) | -9.3 | 1.1
CCOc1nc(-c2ccc(C)cc2)ccc1-c1noc(COC)n1 | 7.9 | 3.5
O=C(O)CN1C(=O)CSc2ccccc21 | 3.4 | -6.4
Cc1cc2ccccc2c(=O)n1CC(=O)NCCC1=CCCCC1 | 8.9 | -0.6
Cc1onc(-c2ccccc2)c1C(=O)N1CCN(C/C=C/c2ccccc2)CC1 | -4.4 | -3.4
CCc1cccc(C)c1NC(=O)COC(=O)CNC(=O)c1cccs1 | 8.2 | -2.0
CCOC(=O)NC(=O)COC(=O)CCCSc1nc2ccccc2s1 | 9.4 | -9.3
O=c1cc(-c2cccc(Cl)c2)oc2cccc(O)c12 | 91.9* | -40.3*
COc1ccc(S(=O)(=O)N2CCN(c3ccccc3)CC2)cc1C(=O)N1CCCC1 | -25.2 | -0.3
CCOC(=O)N1CCN(C(=S)NC(=O)c2ccc(Br)cc2)CC1 | 14.2 | -7.5
CCOP(=O)(/C(C#N)=C(\C)O)c1ccccc1 (stereo unspecified) | 13.1 | -6.8
CCOC(=O)N1CCN(C(=O)C(NC(=O)c2ccc(C(C)(C)C)cc2)C(C)C)CC1 (stereo unspecified) | 21.4 | -3.3
COC(=O)C1=C(Nc2ccccc2NC(=O)c2ccccc2C(=O)O)CSC1 | -5.2 | 3.2
Cc1ccc(NC(=O)Nc2cccn(Cc3c(F)cccc3Cl)c2=O)cc1 | 9.1 | 8.3
CCN(CC)C(=O)Cn1nnc(-c2ccc(S(C)(=O)=O)cc2)n1 | 6.2 | -6.1

# Screens deposited in PubChem by Sanford-Burnham Center for Chemical Genomics.

# A portion of the library, so the mix of outcomes need not match the whole.
